TNAP act DEA = human TNAP enzyme activators, primary screen, biochemical, luminescent, intermediate phosphate acceptor level; Alkaline phosphatase, tissue-nonspecific isozyme (Homo sapiens), P05186; AID 813, 2007; purified TNAP, CDP-star luminescence, 100 mM DEA, 30 min; stronger effect = higher value; scale: 0 levamisole-inhibited, 1 vehicle-only enzyme; 64,000 tested, under 10 active; activation factor at 20 µM;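 active = activation factor of at least 2 at 20 µM, relative to controls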
Target sequence (P05186 whole entry, looked up): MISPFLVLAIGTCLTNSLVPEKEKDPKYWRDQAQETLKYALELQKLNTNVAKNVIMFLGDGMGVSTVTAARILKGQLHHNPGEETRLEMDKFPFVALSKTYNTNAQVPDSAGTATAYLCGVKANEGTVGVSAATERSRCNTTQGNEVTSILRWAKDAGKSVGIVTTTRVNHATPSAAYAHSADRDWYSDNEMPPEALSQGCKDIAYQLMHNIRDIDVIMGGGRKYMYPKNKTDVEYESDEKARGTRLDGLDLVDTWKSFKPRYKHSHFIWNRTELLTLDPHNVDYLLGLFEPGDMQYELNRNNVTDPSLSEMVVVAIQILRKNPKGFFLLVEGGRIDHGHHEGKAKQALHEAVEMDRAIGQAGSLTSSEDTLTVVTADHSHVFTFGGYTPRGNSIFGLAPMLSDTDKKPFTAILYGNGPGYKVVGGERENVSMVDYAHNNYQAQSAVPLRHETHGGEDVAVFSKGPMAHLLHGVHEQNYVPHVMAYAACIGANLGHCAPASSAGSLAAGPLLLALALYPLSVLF
NADH enzymes = inhibitors of PK/LDH coupling enzymes, profiling panel, artefact control, biochemical, MLSMR library | actives 0.02% (n = 65,000) | coupled PK/LDH NADH assays, four targets | IC50, µM (top dose mostly 10 µM), for inactives: at the top dose inhibition;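 active = single-dose screening hits from any of four coupled enzyme assays that gave an IC50 when retested across doses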;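 note: the DPM-DC format reads NADH fluorescence rather than 340 nm absorbance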
Autofluor 339 = intrinsic fluorescence of library compounds, ex339/em460 – biochemical, MLSMR library, data from DPM-DC assay, artefact control, profiling panel | compound autofluorescence, ex339/em460 nm, NADH buffer; stronger effect = higher value; 1 = no-compound wells, NADH background | fluorescence fold increase at 10 µM | actives 5.5% (n = 65,000) | AID 709, 2007;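 active = at 10 µM, mean starting fluorescence two-fold or more over control wells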;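 note: signal is the first read of a kinetic run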
HTR1A agonist = human 5-HT1a receptor agonists, primary screen, cell-based, CHO, Ga15 NFAT-bla reporter. actives 0.56% (n = 65,000). CHO 5-HT1a Ga15 NFAT-bla reporter, FRET ratio; 0% basal, 100% maximal reference agonist. activation, % at 10 µM. 5-hydroxytryptamine receptor 1A (Homo sapiens), P08908;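 active = activation above the screen-wide mean activation plus 3 SD, cut at about 19% in these data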;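 note: 0% = DMSO wells and 100% = 5-CT at EC100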
Target sequence (P08908 whole entry, looked up): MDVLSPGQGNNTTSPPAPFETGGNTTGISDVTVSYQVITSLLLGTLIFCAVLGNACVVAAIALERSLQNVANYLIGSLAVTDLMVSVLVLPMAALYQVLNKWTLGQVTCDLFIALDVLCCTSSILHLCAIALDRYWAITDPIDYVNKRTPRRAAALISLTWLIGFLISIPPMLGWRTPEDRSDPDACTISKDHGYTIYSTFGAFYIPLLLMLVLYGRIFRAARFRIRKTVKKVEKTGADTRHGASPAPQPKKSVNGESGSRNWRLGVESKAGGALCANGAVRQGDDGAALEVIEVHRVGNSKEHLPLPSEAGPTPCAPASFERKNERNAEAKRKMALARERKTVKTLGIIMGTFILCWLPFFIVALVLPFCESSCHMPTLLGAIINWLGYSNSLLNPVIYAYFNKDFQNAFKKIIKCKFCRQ
5-HT1A blocker = human 5-HT1a receptor antagonists, primary screen, cell-based, CHO, Ga15 NFAT-bla reporter | 5-hydroxytryptamine receptor 1A (Homo sapiens), P08908 | CHO 5-HT1a Ga15 NFAT-bla reporter, antagonist mode | inhibition, % at 10 µM | actives 0.68% (n = 62,000) | AID 612, 2007;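 active = inhibition above the mean of all tested compounds plus 3 SD, cut at about 43% in these data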;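 note: receptor stimulated by 5-CT agonist at 100 nM near EC80; beta-lactamase reporter measured by ratiometric fluorescence of a cleavable substrate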
A340 absorber = compound light absorbance at 340 nm, profiling panel, artefact control, biochemical, MLSMR library, data from PS, PMK, MK assays; compound absorbance at 340 nm, fold over control; fold change at 10 µM; 65,000 tested, under 10 active;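 active = at 10 µM dose, initial 340 nm absorbance at least 2 fold that of control wells; inactive = change under 2 fold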;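 note: initial absorbance extrapolated from kinetic A340 decline of NADH oxidation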
MMP-13 inhibitor = human MMP13 inhibitors, primary screen, biochemical, FRET peptide cleavage; Collagenase 3 (Homo sapiens), P45452; MMP-13 fTHP FRET cleavage, Mca fluorescence; inhibition, % at 4 µM; actives 0.07% (n = 65,000);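 active = inhibition above the mean of compound-free control plate wells plus 3 SD, cut at about 14% in these data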;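 note: 0% = DMSO wells and 100% = wells with reference MMP-13 inhibitor after basal subtraction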
SF-1 act = activators of human SF-1, primary screen, cell-based, CHO-K1, Gal4-SF-1 LBD, luciferase luminescence; Steroidogenic factor 1 (Homo sapiens), Q13285; activation, % at 10 µM; actives 1.9% (n = 65,000); CHO-K1 Gal4-SF-1 LBD luciferase reporter; % increase over DMSO SF-1-specific signal;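 active = activation above the mean activation of all tested compounds plus 3 SD, cut at about 50% in these data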
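Test system: CHO-K1 cells co-transfected with Gal4 DBD–human SF-1 LBD, 5xGal4 luciferase reporter. Quantity: 4,000 cells per well. Compound: 10 µM only. Incubation: compound added 1 h post-seeding, 20 h exposure at 37 °C, 5% CO2. Detection: SteadyLite luciferase luminescence. Replication: one test per compound.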
RORa activator = activators of orphan receptor RORA, primary screen, cell-based, luminescence. actives 1.5% (n = 65,000). Nuclear receptor ROR-alpha (Homo sapiens), P35398. CHO-K1 Gal4-RORA LBD luciferase reporter; percent increase over mock-subtracted basal signal. activation, % at 10 µM;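 active = activation above the mean of all tested compounds plus 3 SD, cut at about 49% in these data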;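 note: 0% = DMSO-treated RORA cells and 100% = added signal equal to DMSO minus mock-transfected cells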
* marks the source's active call; other numbers are inactive results; . = no result given; [ ] = remark or other dose. This is a random part of the collection; overall some 8.9% were active at least once.

SMILES | TNAP act DEA | NADH enzymes | Autofluor 339 | HTR1A agonist | 5-HT1A blocker | A340 absorber | MMP-13 inhibitor | SF-1 act | RORa activator
Cc1cc(C)nc(NC(=O)c2c(-c3ccccc3Cl)noc2C)n1 | 0.9 | 7% | 1.1 | -0.7 | 7 | 1 | 4 | -6 | -25
CCOc1cc2c(C#N)c(N3CCOCC3)nc(N)c2c(N)n1 | 0.9 | 3%[fluoresces] | 5.1* | 1.0 | 2 | 1.1 | -112[fluorescence artefact?] | 7 | -20
Nc1nnc(-c2ccccc2Cl)s1 | 0.9 | 5% | 1.2 | 0.9 | 5 | 0.99 | -24 | 14 | 7
Cc1cccc(N2CC(C)Cn3c2nc2c3c(=O)n(CC(=O)OCc3ccccc3)c(=O)n2C)c1 (configuration not stated) | 0.9 | 8% | 1.1 | -0.5 | 22 | 0.99 | -4 | 1 | 9
O=C(Nc1ccc2oc(-c3cccnc3)nc2c1)c1cccnc1 | 1.1 | 8% | 1.6 | -3.2 | 0 | 1.1 | -18 | 27 | 12
CCOC(=O)c1c(N2C(=O)C3C4C=CC(O4)C3C2=O)sc2c1CCCC2 (configuration not stated) | 1 | 2% | 1.1 | . | . | 1 | . | . | .
COc1ccc(CCNC(=O)CSc2nnc(-c3cccc(F)c3)o2)cc1OC | 0.9 | 5% | 1.1 | -1.9 | 4 | 1.1 | -4 | -8 | 4
Cc1ccc(NC(=O)CC2SC3=NCCCN3C2=O)c(C)c1 (configuration not stated) | 0.9 | 8% | 1.1 | 1.0 | -23 | 1 | -1 | 1 | -7
CCN(CC)S(=O)(=O)c1ccc(OCC(=O)NCc2ccccc2)cc1 | 0.9 | 2% | 1.1 | -3.3 | -1 | 1 | 3 | 10 | 12
c1coc(Cn2c(SCc3nc4ccccc4[nH]3)nnc2-c2cnccn2)c1 | 1 | 8% | 1.3 | -1.1 | 4 | 1 | 1 | -3 | 5
N#CC(C(=O)NCc1ccccc1)c1nc2ccccc2nc1N1CCCC1 (configuration not stated) | 0.9 | 7% | 1.5 | 1.4 | -12 | 1.1 | -16 | 4 | -10
COc1ccccc1C(CC(=O)Nc1nccs1)c1ccco1 (configuration not stated) | 0.9 | 0% | 1.1 | -4.5 | . | 1 | -4 | -1 | 7
Cc1nn(C)c(C)c1S(=O)(=O)N1CCCC(C(=O)NCC2COc3ccccc3O2)C1 (configuration not stated) | 1 | 2% | 1.1 | -5.1 | -6 | 1 | 8 | 1 | -17
CCOC(=O)Cn1c(C)nc2c(C(=O)OCC)sc(C)c2c1=O | 0.9 | 4% | 1.6 | -4.1 | -7 | 1.1 | -7 | 12 | -11
O=C(c1cccc(F)c1)N1CCN(S(=O)(=O)c2ccccc2)CC1 | 1 | 4% | 1.1 | -0.3 | 13 | 1 | 1 | 9 | -4
CC(=O)c1cccc(NC(=O)C2CCCN2S(=O)(=O)c2cccc3cccnc23)c1 (configuration not stated) | 1 | 7% | 0.85 | -1.1 | 0 | 0.98 | 0 | -24 | -13
CCCCOc1ccc(-c2nnn(CC(=O)Nc3ncc(CC(=O)OCC)s3)n2)cc1 | 0.9 | 3% | 0.99 | -0.1 | -5 | 0.98 | 6 | -10 | 1
CCc1nnc(NC(=O)CN2C(=O)c3ccccc3S2(=O)=O)s1 | 1.1 | 8% | 1.1 | -2.2 | 2 | 1 | 1 | -6 | 1
O=C(c1ccc(Cn2cc(Cl)cn2)cc1)N1CCN(c2ccccc2)CC1 | 0.9 | 2% | 1.1 | -1.3 | 10 | 1 | -1 | 7 | 7
CCOc1ccc(C(C)=O)cc1COc1ccc(-n2cnnn2)cc1 | 0.9 | 3% | 1 | -0.3 | 9 | 0.99 | -1 | -11 | 2
Cc1noc(C(=O)Nc2sc3c(c2C#N)CCC3)c1Cl | 0.9 | 6% | 1 | 0.9 | 7 | 1.1 | -2 | 48 | 52*
CC(=O)Oc1ccc(N2C(=O)CC(N3CCOCC3)C2=O)cc1 (configuration not stated) | 0.9 | 2% | 1.1 | -0.9 | -11 | 1.1 | -1 | -5 | -7
FC(F)(F)c1cc(-c2ccc3c(c2)OCO3)nc(NCc2ccco2)n1 | 0.9 | 6% | 1.6 | -4.0 | 42 | 1.1 | -12 | 8 | -13
O=C1OCCC1Sc1nc2ccccc2s1 (configuration not stated) | 0.9 | 3% | 1.1 | -2.1 | -3 | 1 | 2 | 3 | -19
CC(=O)NC1=NC(=O)/C(=C/N2CCOCC2)S1 | 0.9 | 4% | 1.1 | -3.2 | 0 | 1.1 | 0 | -11 | -6
O=C(Cn1c(=O)oc2ccccc21)N(Cc1ccccc1)C1CCS(=O)(=O)C1 (configuration not stated) | 0.9 | 5% | 1.1 | -2.2 | -2 | 0.98 | 4 | 14 | -9
O=C(CSc1nc2c(c(=O)n1-c1ccccc1)SCC2)N1CCOCC1 | 0.9 | 10% | 1 | 0.2 | 4 | 1.1 | 5 | -11 | -11
Cc1ccc(N2CC(C(=O)Nc3nnc(C)s3)CC2=O)cc1 (configuration not stated) | 0.9 | 4% | 1.1 | -3.5 | 2 | 1 | 6 | -2 | 2
CCOc1ccccc1CNC(=O)C1CCN(c2nc3ccccc3o2)CC1 | 1 | 7% | 1.1 | 2.0 | 3 | 0.98 | 0 | -1 | -8
CN(C)S(=O)(=O)N1CCC(Cc2ccccc2)CC1 | 1 | 5% | 1.1 | 1.2 | 1 | 1 | 0 | -11 | 14
CN1CCN(CCCNC(=O)Cn2nc(-c3ccccc3)ccc2=O)CC1 | 0.9 | 5% | 1.2 | -4.2 | 5 | 1 | 3 | -8 | 7
CCc1cccc(C)c1NC(=O)CSc1nnc(-c2cc3cc(Br)ccc3o2)n1CC | 1 | 1% | 1.2 | 2.3 | -10 | 1.1 | 0 | -1 | 1
Cc1ccccc1NC(=O)Cc1nc(CSc2nnc(C3CCCCC3)n2N)cs1 | 0.9 | 5% | 1.1 | -0.2 | -6 | 1 | 12 | -10 | 8
O=C(CCn1nnc(-c2cccs2)n1)N1CCc2ccccc2C1 | 0.9 | 4% | 1.1 | -0.6 | 2 | 1 | -1 | 27 | -14
CCOC(=O)Nc1sc(=S)n(C)c1C | 0.8 | 2% | 1.1 | -0.6 | -1 | 1 | 1 | -1 | 19
Cc1ccc(-n2cc(-c3ccccc3)[nH]c2=O)cc1F | 0.8 | 6% | 1.2 | -1.1 | -4 | 1 | -4 | 87* | 40
Cn1c(SCC(=O)NCCN2C(=O)CSC2=O)nc2ccccc2c1=O | 0.9 | 7% | 0.93 | -1.9 | -9 | 1 | -5 | -4 | -5
O=C(NC1CCCC1)c1c[nH]c2ccc(F)cc2c1=O | 0.9 | 10% | 1.1 | -1.3 | -11 | 1 | 3 | 31 | -12
COc1ccccc1OCC(O)Cn1c(=N)n(CCN2CCCCC2)c2ccccc21 (configuration not stated) | . | 1% | 1.1 | 0.1 | 71* | 1.1 | 4 | 13 | -5
O=S(=O)(c1ccccc1)N(Cc1nc(-c2ccccc2)no1)C1CCCCC1 | 0.8 | 3% | 1 | -2.3 | 9 | 1 | 3 | -24 | -19
CC(C)CC(NS(=O)(=O)c1ccc2c(c1)oc(=O)n2C)C(=O)NCc1cccnc1 (configuration not stated) | 0.9 | 3% | 1.1 | -1.9 | -18 | 1 | 3 | -2 | -5
CCOC(=O)CSc1nnc(-c2cccc(Br)c2)o1 | 0.9 | 4% | 0.97 | -0.8 | 3 | 1 | -5 | 2 | -3
COC(=O)CN1CCN(C(c2ccccc2)c2ccccc2)CC1 | 1 | 3% | 1.1 | -1.8 | -8 | 1 | 3 | -8 | -4
CCOc1cc(C)c(Cl)cc1S(=O)(=O)NCc1ccco1 | 1 | 2% | 1.1 | 0.1 | 12 | 1 | 2 | -1 | -10
CC(=O)Nc1ccccc1O | 0.9 | 4% | 1 | -2.8 | . | 0.98 | -3 | -2 | -18
CC(NC(=O)NC12CC3CC(CC(C3)C1)C2)C1CCCO1 (configuration not stated) | 1 | 3% | 1.1 | 1.2 | 1 | 1 | 0 | -2 | -13
Cc1ccc(/C(O)=C2\C(=O)C(=O)N(CC(C)O)C2c2cccc(F)c2)cc1 (configuration not stated) | 0.9 | 10% | 1 | -0.3 | 3 | 1.1 | 5 | -11 | 21
Fc1ccc(NCc2nnc(SCc3nnc(-c4ccccc4)o3)n2CC2CCCO2)cc1 (configuration not stated) | 0.8 | 1% | 1 | -1.1 | -2 | 1 | 0 | 2 | 9
Nc1nc(SCC(=O)Nc2ccc(Br)cc2F)n[nH]1 | 0.8 | 3% | 1.1 | 1.4 | -4 | 1 | 2 | -16 | 0
O=C(NCc1ccco1)[C@@H]1CSC2c3ccccc3C(=O)N21 (some centres not stated) | 0.9 | 5% | 1.1 | -1.0 | -2 | 1 | -6 | 0 | 28
New compounds follow.
SMILES | TNAP act DEA | NADH enzymes | Autofluor 339 | HTR1A agonist | 5-HT1A blocker | A340 absorber | MMP-13 inhibitor | SF-1 act | RORa activator
CCCSc1nnc(CN2CCOCC2)n1C | 1.1 | 2% | 1.1 | -2.8 | -4 | 1 | 0 | 6 | 4
Cc1cc(C(=O)COC(=O)Cn2cnc3c2c(=O)n(C)c(=O)n3C)c(C)n1C | 1 | 6% | 1 | -1.6 | -23 | 1 | 0 | -8 | 2
N[C@@H](Cc1ccccc1)c1nnc(SCc2ccccc2F)o1 | 1 | 5% | 1.1 | 0.7 | -6 | 1 | 6 | 0 | 8
CCCn1c(SCC(=O)NCC2CCCO2)nc2c1c(=O)n(C)c(=O)n2C (configuration not stated) | 1 | 4% | 1.1 | -0.8 | -10 | 1 | -3 | 10 | -3
CCOC(=O)CC(=O)CSc1nc2nc(C)cc(C)n2n1 | 0.9 | 7% | 1.1 | -3.1 | 4 | 1 | 4 | -13 | 22
CCCn1nnc(NC(=O)c2ccco2)n1 | 0.9 | 9% | 1.1 | -1.1 | -8 | 1.1 | 3 | 22 | -12
CN(C)S(=O)(=O)c1cccc(C(=O)NCc2ccco2)c1 | 0.9 | 3% | 1 | -2.2 | -2 | 1 | 2 | -2 | -8
Cc1cnn(C(=S)NCC2CCCO2)c1 (configuration not stated) | 1 | 2% | 1.1 | 0.8 | -12 | 1 | -3 | 6 | -12

Entries above that have bromine:
SMILES | TNAP act DEA | NADH enzymes | Autofluor 339 | HTR1A agonist | 5-HT1A blocker | A340 absorber | MMP-13 inhibitor | SF-1 act | RORa activator
CCc1cccc(C)c1NC(=O)CSc1nnc(-c2cc3cc(Br)ccc3o2)n1CC | 1 | 1% | 1.2 | 2.3 | -10 | 1.1 | 0 | -1 | 1
CCOC(=O)CSc1nnc(-c2cccc(Br)c2)o1 | 0.9 | 4% | 0.97 | -0.8 | 3 | 1 | -5 | 2 | -3
Nc1nc(SCC(=O)Nc2ccc(Br)cc2F)n[nH]1 | 0.8 | 3% | 1.1 | 1.4 | -4 | 1 | 2 | -16 | 0

Screens as filed in PubChem BioAssay.
